GC-B act: GC-B (human) receptor activation. HEK293-GC-B cells, CNP EC30, cGMP TR-FRET; 0% at EC30 CNP, 100% saturating CNP. activation, % at 10 µM. 370,000 tested, 0.11% active. AID 1920062;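 active means activation at 10 µM reaching about 35% in either raw or pattern-adjusted values, limit read from the data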
PRMT1 inh: PRMT1 (human) inhibition, primary screen; recombinant PRMT1, activity-based probe fluorescence polarization; AID 652257; inhibition, % at 2.79 µM; 370,000 tested, 1.3% active; Q99873;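 active means inhibition above about 21% made by adding two undisclosed values, limit read from the data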
HTRA1 inhibitor: inhibitors of human serine peptidase HTRA1 | Q92743 | recombinant HTRA1, FP-rhodamine activity-based probe, fluorescence polarization | inhibition, % at 5.96 µM | 340,000 tested, 0.5% active | AID 504803; in the data active means inhibition above about 36%;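 further: 0% = enzyme with DMSO and 100% = wells lacking enzyme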
SIAE inh: inhibitors of human sialic acid acetylesterase SIAE; Q9HAT2; SIAE FP-Rh probe binding, fluorescence polarization; inhibition, % at 9.66 µM; 370,000 tested, 0.69% active;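 active means inhibition above a cutoff: mean of compounds within the control limits plus 3 SD of those, cut at about 17% in these data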;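 further: 0% = plate median of compound wells and 100% = probe without SIAE protein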
UHRF1 MBD2 ctr: human UHRF1 methylated DNA binding inhibitors; Q96T88; UHRF1 binding to methylated oligo, TR-FRET; inhibition, % at 4.4 µM; 370,000 tested, 0.75% active; AID 687016; in the data active means inhibition above about 21%;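 further: UHRF1 SRA domain binding a hemimethylated CpG hairpin DNA probe; 0% = median of test compound wells and 100% = reference inhibitor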
MBD2 inh: inhibitors of human MBD2 binding to methylated oligonucleotide | TR-FRET | 370,000 tested, 0.31% active | inhibition, % at 4.4 µM | Q9UBB5 | AID 686964; in the data active means inhibition above about 13%
mABHD4 FP: ABHD4 (mouse) inhibition, primary FP screen; purified mABHD4, FP-Rh probe fluorescence polarization; inhibition, % at 8.92 µM; AID 720543; 370,000 tested, 0.54% active; Q8VD66;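 active means inhibition exceeding the mean over every tested compound plus 3 SD, cut at about 30% in these data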;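 further: 0% = plate median of compound wells and 100% = S159A mutant with DMSO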
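assay system = mABHD4 protein | compound dosing = single nominal dose of 8.92 µM, 0.89% DMSO final | read-out basis = percent inhibition of probe binding, normalized to plate controls | schedule = Enzyme–compound pre-incubation 45 min, then probe 60 min, both 25 °C | detection = fluorescence polarization, excitation 525 nm, emission 598 nm, BODIPY TMR filters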
TCR CD3 inh: blocks the human TCR-CD3 interaction; TAMRA-labeled TCR probe fluorescence, biochemical; inhibition, % at 9.4 µM; 360,000 tested, 0.37% active; in the data active means inhibition above about 19%;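 further: recombinant mutant TCR 2C K166C tagged with TAMRA read by polarization; 0% = receptor in buffer alone and 100% = receptor with positive control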
GC-A act: GC-A (human) enzyme activation; 370,000 tested, 0.14% active; HEK293 GC-A cells, cGMP TR-FRET, EC30 ANP; 0% at EC30 ANP, 100% saturating ANP; P16066; activation, % at 10 µM; in the data active means activation above about 40%
Target sequence (P16066 whole entry, looked up): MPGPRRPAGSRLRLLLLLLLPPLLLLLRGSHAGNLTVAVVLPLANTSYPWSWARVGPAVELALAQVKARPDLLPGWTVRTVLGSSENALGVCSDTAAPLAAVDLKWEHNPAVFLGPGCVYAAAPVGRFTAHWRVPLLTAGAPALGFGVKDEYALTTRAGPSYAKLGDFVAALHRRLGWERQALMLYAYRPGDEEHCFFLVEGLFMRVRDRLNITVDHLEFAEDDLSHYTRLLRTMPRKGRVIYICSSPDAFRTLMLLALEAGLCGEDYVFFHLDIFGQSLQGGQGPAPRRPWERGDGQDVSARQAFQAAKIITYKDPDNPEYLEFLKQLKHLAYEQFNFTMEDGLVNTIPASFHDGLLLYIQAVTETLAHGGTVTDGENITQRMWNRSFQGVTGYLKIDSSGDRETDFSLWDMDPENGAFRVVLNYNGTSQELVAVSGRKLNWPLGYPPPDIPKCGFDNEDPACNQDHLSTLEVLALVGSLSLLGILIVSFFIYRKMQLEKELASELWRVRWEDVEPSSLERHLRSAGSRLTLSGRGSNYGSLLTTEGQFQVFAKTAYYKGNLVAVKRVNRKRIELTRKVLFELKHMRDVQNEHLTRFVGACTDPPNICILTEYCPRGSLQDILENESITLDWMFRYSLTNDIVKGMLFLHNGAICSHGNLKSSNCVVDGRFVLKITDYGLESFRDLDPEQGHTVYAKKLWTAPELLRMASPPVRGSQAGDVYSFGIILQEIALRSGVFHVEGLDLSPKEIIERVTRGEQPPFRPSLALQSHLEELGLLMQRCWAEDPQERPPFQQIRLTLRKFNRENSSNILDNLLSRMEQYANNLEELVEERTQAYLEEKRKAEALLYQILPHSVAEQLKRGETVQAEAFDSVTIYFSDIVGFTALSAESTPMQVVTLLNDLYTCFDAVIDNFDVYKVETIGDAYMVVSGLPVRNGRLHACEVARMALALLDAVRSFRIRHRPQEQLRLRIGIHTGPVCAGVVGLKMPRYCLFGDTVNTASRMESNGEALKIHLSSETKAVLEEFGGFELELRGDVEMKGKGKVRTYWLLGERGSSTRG
rCAG RNA binder: r(CAG) repeat RNA binding; 370,000 tested, 1.3% active; inhibition, % at 3 µM; TO-PRO-1 dye displacement fluorescence;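 active means inhibition above the plate cutoff, the mean of all test compounds on that plate plus 3 SD, cut at about 35% in these data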;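 further: 0% = DMSO alone and 100% = 100 µM mitoxantrone as full dye displacement; higher means more dye released from RNA so lower well fluorescence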
An asterisk follows results filed as active; / = not tested or not shown. An excerpt; rates above refer to the full screens.

SMILES | GC-B act | PRMT1 inh | HTRA1 inhibitor | SIAE inh | UHRF1 MBD2 ctr | MBD2 inh | mABHD4 FP | TCR CD3 inh | GC-A act | rCAG RNA binder
Cc1cccc(C)c1NS(=O)(=O)c1ccc(-c2ccc(=O)[nH]n2)o1 | -6.0 | -2.8 | 6.2 | 5.5 | 0.2 | -5.6 | -3.3 | 1.0 | 4.5 | -1.6
Cn1c(=O)[nH]c(=O)c2c1nc(NCCN)n2CCOc1ccccc1 | -3.8 | 5.8 | 7.6 | 3.8 | 0.3 | 0.6 | 5.0 | -2.2 | 0.4 | 6.9
COC(=O)[C@]1(CNC(C)=O)CC(=O)N(C)[C@@H]1c1ccccc1 | 2.4 | 1.9 | / | -1.7 | 0.9 | -0.3 | 3.7 | / | 4.2 | 3.6
O=C(CCCn1c(SCC(=O)NCCc2ccccc2)nc2ccccc2c1=O)NCC1CCCO1 (stereo unspecified) | -8.4 | -3.2 | 1.1 | 0.5 | 11.3 | 3.5 | 0.9 | 7.6 | -1.5 | -2.6
CCCCN(C)CCC(=O)Nc1ccc(Cl)cc1 | 1.3 | -0.7 | 3.4 | 9.9 | 0.6 | 3.2 | 2.4 | -6.9 | -1.9 | -2.1
CCOC(=O)c1sc(=S)n(CC)c1NC(=O)CC | 4.8 | -0.3 | 6.9 | 0.7 | 0.8 | -0.7 | -4.2 | -0.1 | -1.1 | -1.4
CCN1C(=O)/C(=C2/C=CC=CN2C)SC1=S | 5.6 | 7.6 | 14.6 | -3.2 | -3.4 | -6.2 | -2.4 | -10.0 | -10.0 | 0.8
COc1ccc(OCC(=O)Nc2ccc(S(=O)(=O)N3CCN(C)CC3)cc2)cc1 | -0.1 | -1.6 | / | 0.3 | 2.1 | -2.4 | 2.9 | 10.6 | -0.3 | -4.8
CCN(CC)CCCNc1cc(C)c(C#N)c2nc3ccccc3n12 | 2.5 | -4.8 | -1.6 | 0.5 | 6.2 | -2.3 | 1.3 | 1.4 | 0.2 | 2.8
CSc1ncnc2[nH]ccc12 | -0.4 | -1.7 | 0.7 | 3.9 | -1.4 | -4.3 | 7.8 | 2.9 | 6.6 | 0.3
O=[N+]([O-])c1ccc(S(=O)(=O)Nc2ccncc2)cc1 | -1.1 | -6.1 | 6.8 | -3.2 | 1.6 | 2.3 | -5.0 | -2.5 | 3.6 | 1.3
CCN(CC)S(=O)(=O)c1ccc(NC(=O)C(C)N(c2ccc(OC)cc2)S(C)(=O)=O)cc1 (stereo unspecified) | 4.3 | -2.1 | -10.2 | -1.7 | -1.4 | -1.5 | 0.3 | 2.1 | 2.4 | 0.1

Brought forward from above: four entries, followed by the next part.
SMILES | GC-B act | PRMT1 inh | HTRA1 inhibitor | SIAE inh | UHRF1 MBD2 ctr | MBD2 inh | mABHD4 FP | TCR CD3 inh | GC-A act | rCAG RNA binder
CCN(CC)CCCNc1cc(C)c(C#N)c2nc3ccccc3n12 | 2.5 | -4.8 | -1.6 | 0.5 | 6.2 | -2.3 | 1.3 | 1.4 | 0.2 | 2.8
CSc1ncnc2[nH]ccc12 | -0.4 | -1.7 | 0.7 | 3.9 | -1.4 | -4.3 | 7.8 | 2.9 | 6.6 | 0.3
O=[N+]([O-])c1ccc(S(=O)(=O)Nc2ccncc2)cc1 | -1.1 | -6.1 | 6.8 | -3.2 | 1.6 | 2.3 | -5.0 | -2.5 | 3.6 | 1.3
CCN(CC)S(=O)(=O)c1ccc(NC(=O)C(C)N(c2ccc(OC)cc2)S(C)(=O)=O)cc1 (stereo unspecified) | 4.3 | -2.1 | -10.2 | -1.7 | -1.4 | -1.5 | 0.3 | 2.1 | 2.4 | 0.1
COCCCn1c(SCC(=O)N(C)C)nnc1-c1ccccc1 | 5.9 | -3.1 | 1.4 | 3.5 | 5.6 | 3.7 | -3.4 | 2.9 | 1.4 | -1.9
COc1ccc(-c2cn(-c3ccccc3)c(=S)[nH]2)cc1OC | -3.5 | 23.2* | -2.2 | -2.7 | 4.4 | 6.2 | -9.3 | 5.8 | -4.2 | 6.7
CCCN1CCC(=O)N([C@H](CSc2ccc(Br)cc2)Cc2ccccc2)CC1 | -14.5 | -4.3 | -5.3 | 0.3 | 3.4 | 2.0 | 5.1 | 1.2 | -3.8 | -3.7
CC(=O)c1cc2c(cc1NC(=O)CSc1ccc(S(=O)(=O)N(C)C)cn1)OCO2 | 7.2 | 4.2 | 2.2 | 13.3 | 3.5 | -0.9 | 8.8 | -11.0 | 0.0 | 7.3
COC(=O)C1CCN(C(=O)COC(=O)c2cccc(NS(=O)(=O)c3ccccc3)c2)CC1 | -3.4 | 1.4 | -0.5 | -4.5 | -1.1 | -2.1 | -1.1 | 4.7 | -1.3 | 0.4
O=C(Nc1cc(Cl)cc(Cl)c1)C1CCC(=O)N1Cc1ccccc1Cl (stereo unspecified) | -14.5 | 3.0 | -35.1 | -9.3 | 5.5 | 0.1 | -9.0 | 5.8 | -12.2 | 0.6
CCOC(=O)N1CCN(C(=O)c2cccn3c(=O)c4cc(Br)ccc4nc23)CC1 | -3.9 | -0.8 | 3.2 | 2.5 | -0.1 | 0.8 | 3.0 | 1.6 | 3.2 | -2.1
COCCN(C(=O)CSc1nc2nc(C)cc(C)n2n1)c1c(N)n(Cc2ccccc2)c(=O)[nH]c1=O | -0.9 | -0.7 | -4.7 | -3.4 | -4.3 | -0.9 | 2.6 | -3.9 | 2.2 | -2.9
Cc1cc(C)cc(Nc2nc3ccccc3c(=O)[nH]2)c1 | -2.5 | -2.4 | -4.2 | 6.1 | -2.3 | -6.5 | 9.6 | 7.0 | 3.1 | 41.1*
CCCC1(c2ccsc2)NC(=O)NC1=O (stereo unspecified) | 1.1 | -1.5 | 8.0 | 0.5 | 2.0 | 6.0 | 6.3 | 2.0 | -1.1 | 2.0
CCC(=O)NC(=S)Nc1cc(C(=O)O)ccc1OC | 0.6 | 3.3 | 10.5 | -5.0 | 0.9 | 1.5 | 6.8 | -2.0 | 0.6 | -0.7
CC(C)(C)CNC(=O)C1(C)CCN1C(=O)c1ccccc1CCc1ccccc1 (stereo unspecified) | 5.3 | -1.2 | / | 3.1 | -1.6 | -2.6 | 5.8 | 2.0 | -0.1 | -0.5
COc1ccc(C2CC(c3ccc(Br)cc3)=NN2C(=O)CCC(=O)O)cc1OC (stereo unspecified) | -2.4 | -0.9 | -5.4 | -1.8 | 1.3 | 6.7 | 2.5 | -3.8 | 1.1 | 8.4
CC(=O)N1CCN(C(=O)CCc2c[nH]c3ccccc23)CC1 | 9.9 | 2.2 | 0.1 | 0.6 | -1.4 | -1.5 | 3.6 | -7.5 | 1.7 | -1.4
COc1ccc(S(=O)(=O)Nc2cccc3c2O[C@H](CN(C)Cc2ccncc2)[C@@H](C)CN([C@H](C)CO)C3=O)cc1 | 5.5 | 0.0 | -0.3 | 1.2 | 0.3 | -1.2 | -0.1 | -1.0 | 0.5 | -6.1
O=C(NCCCN1CCCC1=O)C1CCCO1 (stereo unspecified) | 0.4 | -7.5 | 3.2 | 0.8 | -1.9 | -2.4 | 0.0 | 12.4 | 0.7 | -1.7
Cc1c(NS(=O)(=O)c2ccc3c(c2)OCCO3)cccc1-c1nc2cccnc2s1 | -3.3 | -0.9 | -26.5 | -8.3 | 2.6 | 1.0 | -5.7 | -5.4 | 2.7 | 10.8
COc1ccc(-n2nc3ccccc3n2)cc1 | -1.8 | -4.2 | -5.0 | 12.0 | -1.3 | -6.8 | 0.8 | -8.2 | 1.7 | -2.7
Cc1cc(C)n2nc(SCC(N)=O)nc2n1 | 1.9 | -6.2 | 4.0 | 11.2 | -0.5 | -2.5 | 5.0 | 3.5 | -4.8 | 0.7
CCOC(=O)c1[nH]c(=O)[nH]c1CSc1nc(C)cc(C)n1 | -0.8 | -0.9 | -0.9 | 0.1 | 0.2 | -6.4 | 4.7 | 7.8 | 3.4 | -4.1
COc1ccc(CC(=O)NCc2nnc(SCC(=O)Nc3ccc(OC)cc3)n2C)cc1 | 7.3 | 1.7 | 6.1 | -0.9 | 5.3 | -1.5 | 2.9 | -4.8 | -0.4 | -6.7
CC(C)[C@@H](N)C(=O)NC[C@H]1O[C@@H](n2cnc3c(N)ncnc32)[C@H](O)[C@@H]1O | -2.4 | 2.8 | 4.3 | 0.0 | -0.1 | 3.6 | 0.9 | 2.3 | 3.4 | 0.9
CCOC(=O)c1c(N)sc2c1CCC(CC)C2 (stereo unspecified) | 1.2 | 4.2 | 1.8 | 1.3 | 1.4 | 0.2 | 3.9 | -6.8 | 5.4 | 5.4
O=C(CSc1ncc(C(F)(F)F)cc1Cl)N1CCN(S(=O)(=O)c2ccc(Cl)cc2)CC1 | -8.6 | -3.8 | -10.3 | -1.2 | 0.2 | -1.1 | -10.0 | 2.4 | -4.8 | -3.3
COc1ccc(C2C(C#N)=C(/N=C/N3CCN(C)CC3)OC3=C2C(=O)CC(C)(C)C3)cc1OC (stereo unspecified) | -0.5 | -3.9 | -1.9 | -1.1 | 1.4 | 1.4 | 3.8 | 2.9 | 2.5 | -7.6
O=C(COc1ccc(Cl)cc1)NCc1ccc(F)cc1 | -1.4 | -1.8 | -4.6 | -0.8 | -3.8 | 1.5 | -5.0 | 3.6 | -8.3 | -4.5
COc1ccc(CCNC(=O)CS(=O)(=O)c2cn(CC(=O)N3CCOCC3)c3ccccc23)cc1OC | 0.2 | 4.2 | 1.9 | 7.4 | -1.7 | -7.0 | 0.7 | 3.0 | 2.1 | 11.4
O=C(c1ccco1)N1CCN(S(=O)(=O)c2cccs2)CC1 | 3.5 | -3.0 | -2.7 | -6.3 | 0.1 | -3.0 | 5.1 | -0.7 | -1.6 | -2.1
c1ccc(C2NCCn3cccc32)cc1 (stereo unspecified) | 8.4 | -1.9 | -0.5 | 8.2 | -1.2 | 0.8 | 5.1 | 2.9 | 3.2 | -2.3
CC(=O)Nc1ccc(S(=O)(=O)N2CCN(c3cccc(C)c3C)CC2)cc1 | 0.8 | -3.9 | -23.9 | -6.8 | 0.1 | -4.3 | -13.6 | 3.7 | -5.1 | 2.1
CCn1cc(CN2CCCC(CNS(=O)(=O)Cc3ccccc3)C2)cn1 (stereo unspecified) | 2.3 | -3.9 | 1.4 | 11.4 | 0.1 | -2.3 | 2.0 | 1.4 | 2.6 | 0.9
Cc1ccc(C(=O)/C=C/c2ccc3c(c2)OCCO3)c(O)c1 | -1.5 | 1.2 | -7.5 | -7.2 | 3.8 | 0.6 | -0.8 | 3.8 | 0.4 | 0.1
CCCOC(=O)Nc1ccc(C(N)=O)cc1 | 2.3 | 0.2 | 2.1 | 10.7 | 8.3 | 4.4 | 0.7 | 8.4 | 2.6 | 3.2
O=S1(=O)C=C[C@@H](COCc2ccccc2)N1Cc1ccc(Br)cc1 | -5.8 | 0.6 | / | 0.0 | 1.9 | -4.8 | -6.8 | 1.9 | -9.2 | -0.5
COc1c(C(=O)NCCSC(C)(C)C)ccc2ccccc12 | -4.7 | -0.4 | -6.7 | -8.1 | -0.7 | -2.8 | 1.4 | 1.7 | -4.0 | -8.0
O=C(NC(CO)Cc1ccccc1)c1ccccc1 (stereo unspecified) | 1.8 | 1.6 | 3.2 | 6.7 | -0.2 | 2.8 | 4.7 | -8.0 | 4.7 | -0.8
COC(=O)c1c(N)n(-c2ccc(NC(C)=O)cc2)c2nc3ccccc3nc12 | 0.8 | -0.1 | -4.7 | 4.2 | -7.8 | -12.1 | 5.6 | -0.8 | -1.4 | -1.0
Cc1ccc2ccccc2c1C(O)c1ncc(-c2cccc(F)c2)[nH]1 (stereo unspecified) | 2.0 | -1.6 | / | -1.9 | 0.7 | 0.3 | -5.1 | -3.9 | 2.0 | 3.7

Compound activity deposited in PubChem BioAssay by several laboratories.
